MITF primary: human MITF inhibition, primary screen; O75030; AlphaScreen MITF homodimerization, bead proximity signal; inhibition, % at 2.6 µM; 0.91% of 650,000 active; AID 1259374; in the data active = inhibition above about 50%;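 also: 0% = vehicle wells with protein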
Target sequence (O75030 whole entry, looked up): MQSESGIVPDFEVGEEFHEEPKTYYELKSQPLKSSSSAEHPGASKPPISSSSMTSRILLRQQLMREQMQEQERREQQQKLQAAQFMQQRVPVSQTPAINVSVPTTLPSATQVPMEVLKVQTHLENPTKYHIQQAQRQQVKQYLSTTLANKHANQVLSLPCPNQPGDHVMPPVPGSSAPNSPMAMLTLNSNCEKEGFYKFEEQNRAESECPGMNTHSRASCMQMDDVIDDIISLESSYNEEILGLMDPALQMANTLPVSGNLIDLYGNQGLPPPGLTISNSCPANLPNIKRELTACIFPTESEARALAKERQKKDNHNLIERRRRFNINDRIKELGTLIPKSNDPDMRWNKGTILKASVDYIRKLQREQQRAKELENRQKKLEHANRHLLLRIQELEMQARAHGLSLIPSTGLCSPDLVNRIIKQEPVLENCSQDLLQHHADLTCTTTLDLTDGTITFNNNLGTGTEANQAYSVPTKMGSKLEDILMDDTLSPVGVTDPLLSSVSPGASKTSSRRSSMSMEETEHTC
GPR151 ag: human GPR151 activation; Q8TDV0; PathHunter beta-arrestin GPR151 cells, luminescence; activation, % at 11.2 µM; 1% of 650,000 active; AID 1508602; in the data active = activation above about 4.9%;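 also: 0% = median of compound wells and 100% = cells with positive control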
Target sequence (Q8TDV0 whole entry, looked up): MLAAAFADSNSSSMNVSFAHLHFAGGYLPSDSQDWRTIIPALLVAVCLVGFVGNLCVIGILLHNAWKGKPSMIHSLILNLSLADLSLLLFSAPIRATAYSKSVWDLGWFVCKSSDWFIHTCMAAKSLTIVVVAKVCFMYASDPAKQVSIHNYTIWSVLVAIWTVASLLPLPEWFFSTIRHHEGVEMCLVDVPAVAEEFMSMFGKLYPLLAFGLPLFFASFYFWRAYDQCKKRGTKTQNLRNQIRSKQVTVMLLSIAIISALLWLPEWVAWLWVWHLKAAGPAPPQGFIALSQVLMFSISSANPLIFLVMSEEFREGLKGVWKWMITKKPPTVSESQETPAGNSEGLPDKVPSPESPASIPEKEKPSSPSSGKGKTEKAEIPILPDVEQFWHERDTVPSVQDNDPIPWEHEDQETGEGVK
TEAD-YAP inh: TEAD-YAP interaction inhibition; HEK-TIYL cells, TEAD-Gal4/YAP UAS-luciferase luminescence; inhibition, % at 9.12 µM; 1.4% of 640,000 active; AID 1259422; in the data active = inhibition above about 32%;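 also: 0% = median of test compound wells and 100% = reference inhibitor wells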
FBW7 activator: activators of human E3 ligase FBW7; 0.13% of 650,000 active; normalized activity (activation), % at 26.1 µM; AlphaScreen FBW7–phospho-cyclin E peptide binding, activator screen; AID 1259310; in the data active = normalized activity above about 1.9%;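 also: purified mutant Fbw7 with reduced substrate affinity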
Numbers without * were called inactive; · = not tested or not shown.

smiles	MITF primary	GPR151 ag	TEAD-YAP inh	FBW7 activator
COCCCNC(=O)CCN1N=C(c2ccc(C)cc2)CCC1=O	0	0.8	-6	0.1
COc1ccc(-n2nc3ccc(NC(=O)c4ccc(-c5cccc([N+](=O)[O-])c5)o4)cc3n2)cc1	-6	0.9	-10	-0.3
COc1ccc(NC=C2C(=O)OC(C)(C)OC2=O)cc1	9	0.8	-2	0.0
CCCCn1c(=S)[nH]c2c(sc(=S)n2Cc2ccccc2)c1=O	15	-1.2	-7	0.0
COc1cccc(OCCSc2nc3ccccc3s2)c1	-10	-2.1	-17	0.1
CN1CCC(N2CCC(Oc3cccc(C(=O)NCC4COCCO4)c3)CC2)CC1 (stereo not drawn)	4	2.8	-33	-0.1
COCCNCCOc1ccccc1C	37	0.7	0	0.0
COc1ccccc1C(=O)Nn1c(-c2ccccc2F)nc2ccccc2c1=O	0	-1.7	0	-0.1
O=C(Nc1ccccc1Cl)c1cc2ccc(O)cc2oc1=O	12	-1.1	-27	-0.4
CCOc1ccccc1NC(=O)c1c(NC(=O)c2ccccc2C)sc2c1CCCC2	1	-0.5	-6	0.3
COc1ccc(Br)c(C(=O)OCC(=O)Nc2ccc(NC(C)=O)cc2)c1	-1	1.1	13	0.0
Cn1c(SCCO)nnc1C1CCCNC1 (stereo not drawn)	12	-1.4	2	0.2
CCc1ccc(C2c3c(-c4ccccc4O)n[nH]c3C(=O)N2CCOC)cc1 (stereo not drawn)	6	0.6	3	-0.3
CC(C)CN(C1CCS(=O)(=O)C1)S(=O)(=O)c1cccs1 (stereo not drawn)	-6	-0.1	-7	-0.1
CCOC(=O)c1ccc2c(c1)C1C=CCC1C(c1ccc(F)cc1)N2 (stereo not drawn)	8	-1.2	4	0.1
NC(=O)C1CCN(c2ccc(S(=O)(=O)N3CCCCC3)cc2[N+](=O)[O-])CC1	-1	-0.5	7	0.1
COc1cccc(Nc2cc(C)nc3c(C)cc(C)cc23)c1	8	1.5	8	0.0
C=CCN(CC=C)CCC(=O)c1cccs1	19	1.4	0	0.4
CC1Oc2ccc(F)cc2N(Cc2ccc(Cl)cc2)C1=O (stereo not drawn)	-2	-0.4	3	-0.3
CCCOc1ccc(C(=O)Nc2ccc(Br)cn2)cc1	5	-2.8	-66	0.3
CC1CC(C)CN(S(=O)(=O)c2ccc(C(=O)Nc3ccccc3-c3nc4ccccc4[nH]3)cc2)C1 (stereo not drawn)	14	-1.0	1	0.1
C=CCn1c(SCCCCC)nc2sc3c(c2c1=O)CCCC3	-2	0.4	-3	0.0
Cc1ccc(S(=O)(=O)Nc2nc3n(n2)C(c2ccccc2)C=C(c2ccccc2)N3)cc1 (stereo not drawn)	10	1.5	0	0.9
CCOC(=O)c1ccccc1NC(=O)CSc1cc(C)[nH]c(=O)n1	-10	2.7	2	0.1
O=C(CCC1CCCCC1)Nc1ccc(S(=O)(=O)N2CCCC2)cc1	-26	1.2	0	-0.5
CCCCc1ccc(C2=N/C(=C\c3ccc(F)cc3)C(=O)N2c2ccc(C)cc2C)cc1	6	-0.1	-1	0.0
Cc1ccc(-n2ncc3c(Nc4ccccc4)ncnc32)c(C)c1	-4	1.5	-51	-0.2
c1cc(NC2CC2)nc(N2CCC(N3CCOCC3)CC2)n1	5	-1.8	-11	-0.1
C=CCNC(=S)NNc1nc(N2CCOCC2)nc(N2CCOCC2)n1	4	-0.9	-1	0.2
Cc1cccc(NC(=O)CS(=O)CC(=O)NCC2OCCc3ccccc32)c1C (stereo not drawn)	10	0.0	-10	-0.2
CCCC12CN3CC(CCC)(CN(C1)C3c1ccc(O)cc1O)C2=O (stereo not drawn)	14	-0.1	0	-0.1
C/C=C/C1OC23CCCCC2C(C#N)(C(=N)O3)C1(C#N)C#N (stereo not drawn)	10	1.1	-7	0.1
Cc1ccc(CCNc2nccc(Nc3ccncn3)n2)s1	11	0.3	-2	0.1
CC1CCc2nc(NC(=O)c3ccc(S(=O)(=O)N4CCc5ccccc54)cc3)sc2C1 (stereo not drawn)	1	1.2	-4	0.2
CCc1ccc(NC(=O)CN2CCc3ccccc3C2)cc1	0	0.5	-3	-0.1
CC(C)OC(=O)CSc1nnc(CSc2ncccn2)n1C1CCCCC1	5	1.5	6	-0.2
Cc1ccc(C2C3CCCC=C3C(C#N)=C(N)C2(C#N)C#N)cc1 (stereo not drawn)	-10	1.3	-1	0.1
CSc1ncc(Cl)c(C(=O)N(Cc2ccccc2)Cc2ccco2)n1	5	-0.1	2	-0.1
CC[C@@H](Cn1ncc2ccccc2c1=O)NC(=O)Cc1n[nH]c(=O)c2ccccc12	-5	-0.9	0	0.0
CCOc1ccccc1NC(=O)c1c(NC(=O)C(C)Oc2cccc(Cl)c2)sc2c1CCC2 (stereo not drawn)	3	-0.3	7	-0.2
CCc1nn(CC(=O)NC2CCCCC2)c(=O)c2cc3ccsc3n12	-2	-0.4	-12	-0.1
O=[N+]([O-])c1cc(NCn2nnc3ccccc32)ccc1F	5	-0.9	8	0.0
CCN(CC)C(=O)CSc1nnc(-c2cc3ccccc3cc2O)n1CC	1	0.2	4	-0.1
COC(=O)c1sc2ccccc2c1NC(=O)c1ccc(C#N)cc1	-4	0.2	4	-0.1
Cc1cc(C)c([C@@H]2C[C@H]3CN(Cc4ccc(C)o4)C(=O)[C@]34CCCN24)c(-n2cccn2)c1	2	-0.6	-11	0.0
Cc1ccc(-n2c(=S)sc3c(=O)n(-c4ccc(F)cc4)c(SCC(=O)Nc4nccs4)nc32)c(C)c1	-2	-0.6	0	0.0
CCN(CC)S(=O)(=O)c1cc(C(=O)Nc2cccc(C)c2)ccc1Br	11	0.9	-22	0.0
CC(C)OCCCNC(=O)NC1(C(F)(F)F)Oc2ccccc2O1	-17	-0.5	-2	-0.1
CCC(C)C(NC(=O)C(CC(C)C)NC(=O)OCc1ccccc1)C(=O)NN1S(=O)(=O)c2ccccc2S1(=O)=O (stereo not drawn)	-17	0.0	8	0.0
COc1ccc(OCC(=O)Nc2ccc(F)cc2)cc1	-2	1.0	-24	-0.1

Next part; the last 2 above are carried over.
smiles	MITF primary	GPR151 ag	TEAD-YAP inh	FBW7 activator
CCC(C)C(NC(=O)C(CC(C)C)NC(=O)OCc1ccccc1)C(=O)NN1S(=O)(=O)c2ccccc2S1(=O)=O (stereo not drawn)	-17	0.0	8	0.0
COc1ccc(OCC(=O)Nc2ccc(F)cc2)cc1	-2	1.0	-24	-0.1
CCn1c(SCC(=O)N/N=C(/C)c2ccc(OC)cc2)nc2ccccc21	20	6.8*	13	0.4
O=Cc1c(-c2ccc(Br)cc2)nc2sccn12	-1	1.0	-21	-0.1
CCOC(=O)C1C(c2ccc3c(c2)OCO3)NC(=S)NC1(O)C(F)(F)F (stereo not drawn)	-13	-0.5	-14	-0.1
COc1cc(NC(=O)Nc2nnc(N(C)Cc3ccccc3)s2)cc(OC)c1	-6	-0.9	-4	0.3
O=C(NC1CC1)c1ccccc1NS(=O)(=O)c1ccc(Cl)cc1	7	-0.1	-2	0.8
O=C(CN1CCCCCC1)N/N=C/c1ccccc1F	18	7.2*	-1	-0.1
NC(=O)CSc1nnnn1Cc1ccccc1	16	0.7	6	0.3
Cc1c(N=Cc2ccc(Cl)cc2)c(=O)n(-c2ccccc2)n1C	1	1.8	-3	-0.1
COc1ccc2c(c1)C1NC(=S)N(c3ccc(C)cc3)C(C)(O2)C1C(=O)Nc1ccc(C)cc1C (stereo not drawn)	36	-1.7	13	0.0
CC1CCC(C#N)(N(C)C(=O)CCl)CC1 (stereo not drawn)	2	2.7	16	0.0
COc1ccc(CNc2ncc(-c3cnn(Cc4ccccc4)c3)n3ccnc23)cc1	-3	0.7	-4	0.3
c1ccc2c(CSc3ncnc4nc[nH]c34)cccc2c1	7	1.6	6	-0.1
N/N=C1\CCCc2c1[nH]c1ccc([N+](=O)[O-])cc21	-1	-0.6	4	0.0
CCOC(=O)Cn1c(Cc2ccc(OC)c(OC)c2)nc2ccccc21	-4	-2.0	-5	-0.2
Cc1ccc(-n2c(C)cc(C=C3C(=O)NC(=S)NC3=O)c2C)c(C)c1	4	-0.5	6	-0.3
COCCNc1nccn2c(-c3cccc(CO)c3)cnc12	9	-0.1	-29	0.3
COC(=O)c1cc(S(=O)(=O)NCc2cccc(OC)c2)cn1C	1	0.2	4	0.1
CCN(CC)CCC(=O)c1ccc(O)cc1	-3	0.3	4	0.0
Cc1noc(/C=C/N(C)C)c1S(=O)(=O)N1CCC2(CC1)OCCO2	3	0.7	5	0.1
Cc1ccc(Nc2nc3ccccc3n3cnnc23)cc1	20	-1.0	9	0.0
O=C(CCN1C(=O)c2ccccc2C1=O)Oc1ccc(Br)cc1	-3	0.1	-6	-0.2
CCCNc1ncnc2c1nc(N1CCC(N3CCOCC3)CC1)n2C(C)C	6	0.6	1	0.0
CN(C)CCn1c(-c2ccccc2)nc(=S)c2c1CCCC2	2	-0.3	-2	-0.2
COc1ccc(/C=C/C(=O)NNc2c(F)c(F)cc(F)c2F)cc1OC	3	-0.4	0	-0.1
O=C1OC(/C=C/c2ccccc2)=NC/1=C/c1ccc(Cl)c(Cl)c1	-1	0.5	3	-0.1
O=C(CSc1ccc2nnc(-c3ccncc3)n2n1)Nc1ccc(C(F)(F)F)cc1	1	3.7	-2	-0.2
COC(=O)c1ccc(CSc2n[nH]c(=O)[nH]c2=O)cc1	11	-0.1	13	0.1
CCOc1ccc2[nH]c(=O)c(CN(CCO)C(=O)c3ccccc3C)cc2c1	17	1.7	4	-0.1
Cc1ccsc1/C=C/C(=O)NCC(=O)O	6	0.8	-1	-0.1
Nc1nc(N2CCOCC2)nc2c1ncn2-c1ccsc1	5	1.9	42*	0.7
COc1ccc(CCNC(=O)CCn2nc(-c3ccc(C)cc3)ccc2=O)cc1OC	0	1.2	-1	-0.1
CN1C(=O)C2(c3ccccc31)C(C(=O)N1CCCCCC1)CC1CCCN12 (stereo not drawn)	8	-1.3	-4	0.1
COCCOC(=O)C1=C(C)NC2=C(C(=O)CC(c3ccc(OC)c(OC)c3)C2)C1c1ccc(SC)cc1 (stereo not drawn)	2	0.8	22	-0.1
O=C(NCCNCCO)c1c(O)c2c([nH]c1=O)CCCC2	4	0.2	4	0.0
COc1cccc(/C=N/NC(=O)c2nnn(-c3nonc3N)c2-c2ccccc2)c1	-1	-0.9	1	0.3
CC1(C)C(=O)N(Cc2ccccc2)C(=O)C2C(=O)Oc3ccc(Br)cc3C21 (stereo not drawn)	1	0.7	1	-0.1
O=C(O)c1ccc(C2Nc3ccc([N+](=O)[O-])cc3C3C=CCC32)cc1 (stereo not drawn)	76*	0.0	-11	-1.9
COc1ccc(NC(=O)CSCC(=O)N(C)CC(=O)Nc2c(C)cc(C)cc2C)cc1	10	-1.1	3	0.5
COc1cccc(N(C(=O)c2csnn2)C(C(=O)NC2CCCC2)c2cccs2)c1 (stereo not drawn)	12	1.5	-3	0.2
CNS(=O)(=O)c1cc(N(C)S(=O)(=O)c2ccc(Cl)cc2)c(C)cc1C	10	4.5	18	-0.1
COC/C=C/C1=CC2=CC(=O)C(C)(OC(=O)c3ccco3)C(=O)C2=CO1 (stereo not drawn)	26	-1.9	·	0.1
COC(=O)c1cc(C(=O)Nc2ccc(NC(C)=O)cc2)cc([N+](=O)[O-])c1	-3	-0.1	-11	0.0
O=C(c1ccccc1F)N1CCN(C2CCCC2)CC1	30	0.0	-13	0.3
CCCc1cc(N2CCCC(C(=O)Nc3c(OC)cccc3OC)C2)n2ncnc2n1 (stereo not drawn)	-8	0.0	-7	0.1
CCN(CCNCc1c(C(=O)O)n(Cc2ccccc2)c2ccccc12)c1ccccc1	9	1.3	11	-0.3
O=C(NCc1ccc2c(c1)OCO2)C1CN(c2nc3c(F)cccc3s2)C1	12	-2.8	-13	0.2
Cc1nnc(C)c2c(C)n(-c3cccc([N+](=O)[O-])c3)c(C)c12	7	1.9	-9	0.0
Cc1cc2nc3[nH]c4ccc(F)cc4c3nc2cc1C	7	-0.5	-47	0.1
COc1ccc(-c2cc(=O)c3ccc(O)cc3o2)cc1	-1	-2.7	56*	0.1
CC(C)(C)C1(C)OC(=O)C(=Cc2cc3c(cc2[N+](=O)[O-])OCO3)C(=O)O1 (stereo not drawn)	25	0.3	3	0.7
CCCCC(=O)Nc1cccc(NC(=O)CC)c1	6	-0.2	0	0.3
COc1ccc(Cl)cc1C(=O)N1CC(C)OC(C)C1 (stereo not drawn)	2	0.1	2	-0.1

Reprinted at random: six entries already listed, in no set order.
smiles	MITF primary	GPR151 ag	TEAD-YAP inh	FBW7 activator
CCCNc1ncnc2c1nc(N1CCC(N3CCOCC3)CC1)n2C(C)C	6	0.6	1	0.0
CCOC(=O)c1ccc2c(c1)C1C=CCC1C(c1ccc(F)cc1)N2 (stereo not drawn)	8	-1.2	4	0.1
COc1ccc(-c2cc(=O)c3ccc(O)cc3o2)cc1	-1	-2.7	56*	0.1
O=C(c1ccccc1F)N1CCN(C2CCCC2)CC1	30	0.0	-13	0.3
Cc1ccc(CCNc2nccc(Nc3ccncn3)n2)s1	11	0.3	-2	0.1
Cc1cc2nc3[nH]c4ccc(F)cc4c3nc2cc1C	7	-0.5	-47	0.1

Screens: PubChem BioAssay, The Scripps Research Institute Molecular Screening Center

An unsorted share of the library; about 3.4% have a hit in one of these screens.
